# A549 tox = Nrf2 qHTS screen for inhibitors: counterscreen for cytotoxicity | 0.16% of 390,000 active | A549 ARE-Fluc cells, CellTiter-Fluor viability, 18-24 h | Potency, µM (series often up to 46 µM), inactives show at the top dose activity change, negative = cytotoxicity, usual class: inhibitors; further: on the % scale 0 is the no-effect control and ±100 the full control effect
#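 Cytotoxicity counterscreen: CellTiter-Fluor fluorescence was measured in A549 ARE_Fluc cells after 18-24 h of compound exposure in a concentration series. The subsequent BugLite luminescent read reports ARE-luciferase activity.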
# TGFb inhibitor = qHTS for Inhibitors of TGF-b; HepG2 CAGA-GFP TGF-b/SMAD3 reporter, GFP fluorescence, 18 h; TGF-beta stimulated, 500 pg/mL final; Potency, µM (titrated, usually from 46.1 µM), inactives show at the highest dose activity, negative = inhibition, usual class: inhibitors; 1.2% of 410,000 active; further: on the % scale 0 is the no-effect control and ±100 the full control effect; nearly all actives have a fitted effect of over 65% in size
#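 GFP signal (ex488/em500-530) from TGF-beta-stimulated HEPG2 CAGA-GFP cells, 500 pg/mL final, 18 h at 37 degrees C in DMEM plus 1% FBS, normalized to unstimulated and DMSO-stimulated controls.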
# Nrf2 ARE act = qHTS of Nrf2 Activators. Potency, µM (top dose mostly 46.1 µM), inactives show top-dose activation, hits mostly activators. 0.31% of 410,000 active. AID 624171, 2012. AREc32 ARE-luciferase reporter (MCF7-derived line), luminescence, 24 h; further: % of control where 0% means no effect; nearly all actives have a fitted effect of over 65% in size
#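 Nrf2 activation is followed as ARE-luciferase induction in the AREc32 line after one day of compound treatment; luminescence is read with Steady-Glo.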
# MCF10A rereplic = A quantitative high throughput screen for small molecules that induce DNA re-replication in MCF 10a normal breast cells. MCF 10A DNA re-replication, Hoechst nuclear intensity, 48 h. Potency, µM (doses to about 46.1 µM), without a hit: at the highest dose activity, positive = re-replication, hits mostly activators. 2.9% of 350,000 active. AID 624296, 2012; further: % of control where 0% means no effect; nearly all actives have a fitted effect of over 50% in size
# ATXN2 expr inh = Primary qHTS for Inhibitors of ATXN expression. HEK-293 ATXN2-luciferase reporter, luminescence, 24 h. Potency, µM (top dose mostly 57 µM), inactives show at the top dose activity change, negative = inhibition, hits mostly inhibitors. 0.72% of 360,000 active; further: on the % scale 0 is the no-effect control and ±100 the full control effect; nearly all actives have a fitted effect of over 55% in size
#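 ATXN2-luciferase reporter cells (luciferase flanked by upstream and downstream ATXN2 gene portions) were treated 24 h at 37 °C with compounds at up to 57 uM. SteadyGlo luminescence gave expression; GF-AFC fluorescence gave viability.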
# Nrf2 block = Nrf2 qHTS screen for inhibitors; A549 ARE-Fluc reporter, luciferase luminescence, 18-24 h; Potency, µM (titrated, usually from 46 µM), for the others: at the highest dose activity change, negative = inhibition, usual class: inhibitors; 2.1% of 360,000 active; AID 504444, 2011; further: on the % scale 0 is the no-effect control and ±100 the full control effect; nearly all actives have a fitted effect of over 60% in size
#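 Two sequential reads on A549 ARE_Fluc cells exposed to compound for 18-24 h: a CellTiter-Fluor fluorescence read for viability, then a luciferase luminescence read for Nrf2/ARE activity.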
# EPAC2 antag = qHTS for Antagonist of cAMP-regulated guanine nucleotide exchange factor 2 (EPAC2): primary screen. Rap guanine nucleotide exchange factor 4 (Homo sapiens), Q8WZA2. EPAC2 GEF exchange of Rap1B-BODIPY-GDP, fluorescence. 0.18% of 360,000 active. AID 720708, 2013. Potency, µM (doses to about 114 µM), inactives show at the top dose activity, negative = inhibition, most hits filed as inhibitors; further: on the % scale 0 is the no-effect control and ±100 the full control effect; nearly all actives have a fitted effect of over 45% in size; many of its hits are not listed in these tables
# Target sequence (Q8WZA2 whole entry, looked up): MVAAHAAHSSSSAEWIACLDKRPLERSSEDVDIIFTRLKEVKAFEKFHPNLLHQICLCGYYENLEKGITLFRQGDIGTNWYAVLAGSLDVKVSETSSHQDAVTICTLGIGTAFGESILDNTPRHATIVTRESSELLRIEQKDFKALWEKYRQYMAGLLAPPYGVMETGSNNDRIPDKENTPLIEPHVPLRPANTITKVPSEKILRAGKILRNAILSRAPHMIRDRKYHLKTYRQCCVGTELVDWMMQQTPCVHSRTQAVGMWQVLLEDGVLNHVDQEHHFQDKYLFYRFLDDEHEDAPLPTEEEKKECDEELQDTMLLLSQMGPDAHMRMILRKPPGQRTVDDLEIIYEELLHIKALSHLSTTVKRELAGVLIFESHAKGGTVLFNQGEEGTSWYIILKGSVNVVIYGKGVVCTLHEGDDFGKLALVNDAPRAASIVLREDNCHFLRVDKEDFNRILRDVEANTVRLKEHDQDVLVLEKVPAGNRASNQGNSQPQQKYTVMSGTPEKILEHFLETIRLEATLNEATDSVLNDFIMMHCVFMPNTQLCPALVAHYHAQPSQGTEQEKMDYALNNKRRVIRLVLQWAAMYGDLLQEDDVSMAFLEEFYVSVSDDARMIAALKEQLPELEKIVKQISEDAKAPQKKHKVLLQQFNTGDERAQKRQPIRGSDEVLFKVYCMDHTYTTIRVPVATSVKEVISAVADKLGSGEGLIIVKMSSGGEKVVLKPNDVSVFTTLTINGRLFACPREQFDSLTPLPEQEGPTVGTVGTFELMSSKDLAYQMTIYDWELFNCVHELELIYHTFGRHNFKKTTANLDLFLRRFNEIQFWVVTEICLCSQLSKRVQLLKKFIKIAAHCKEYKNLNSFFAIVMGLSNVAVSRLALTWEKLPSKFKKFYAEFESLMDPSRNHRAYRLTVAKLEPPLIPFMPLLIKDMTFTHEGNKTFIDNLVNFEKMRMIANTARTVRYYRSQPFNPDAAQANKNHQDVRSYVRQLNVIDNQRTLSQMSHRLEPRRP
# HepG2 tox = qHTS for Inhibitors of TGF-b: Cytotox Counterscreen. HepG2 CAGA-GFP viability, ATP luminescence, 18 h. 0.76% of 410,000 active. Potency, µM (series often up to 46.1 µM), without a hit: at the top dose activity change, negative = cytotoxicity, actives largely listed as cytotoxic; further: some results filed as inactive show a strong effect at the top dose
#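 HepG2 CAGA-GFP cells (1000/well, DMEM with 1% FBS) received compound, then TGF-beta at 500 pg/mL final, and were incubated 18 hours at 37 degrees C. Viability was read by CellTiter-Glo luminescence. Media-only wells were set as complete cell-killing and DMSO as no toxicity.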
# ATXN viability = Viability Counterscreen for Primary qHTS for Inhibitors of ATXN expression; S2 cells (HEK-293 line with an ATXN2-luciferase reporter) viability, CellTiter-Fluor protease fluorescence, 24 h; Potency, µM (top dose mostly 56.7 µM), hits mostly cytotoxic; 0.49% of 400,000 active; further: nearly all actives have a fitted effect of over 40% in size
# * hit, by the source's call; i = inactive; ? = inconclusive; . = not tested or not shown; [ ] = dose if it differs, or a comment. The call rests on the fitted dose curve; in most records, active means well fitted curve in the direction sought with a large enough effect; inconclusive means small, poorly fitted or top-dose-only effect, or another doubt; inactive means no such curve, though single readings can be large; an effect the other way counts as inactive or inconclusive. Potency means the concentration at half of the fitted maximal effect. The list is partial (hit frequency here may not be typical).
# The opening 2 entries, ahead of the listing:
SMILES,A549 tox,TGFb inhibitor,Nrf2 ARE act,MCF10A rereplic,ATXN2 expr inh,Nrf2 block,EPAC2 antag,HepG2 tox,ATXN viability
CCOc1ccc(NC(=O)CN(C)C(=O)c2cccc(S(=O)(=O)N3CCN(C)CC3)c2)cc1OCC,2.0%,-1.3%,-0.2%,0.7%,1.4%,6.6%,4.8%,2.6%,i
CCC(Sc1nncn1C)C(=O)Nc1nnc(-c2ccccc2Cl)s1 (configuration not stated),2.2%,-2.6%,20.7%,1.0%,17.0%,4.6%,4.7%,-2.3%,i

# The whole of this part, from the start:
SMILES,A549 tox,TGFb inhibitor,Nrf2 ARE act,MCF10A rereplic,ATXN2 expr inh,Nrf2 block,EPAC2 antag,HepG2 tox,ATXN viability
CCOc1ccc(NC(=O)CN(C)C(=O)c2cccc(S(=O)(=O)N3CCN(C)CC3)c2)cc1OCC,2.0%,-1.3%,-0.2%,0.7%,1.4%,6.6%,4.8%,2.6%,i
CCC(Sc1nncn1C)C(=O)Nc1nnc(-c2ccccc2Cl)s1 (configuration not stated),2.2%,-2.6%,20.7%,1.0%,17.0%,4.6%,4.7%,-2.3%,i
COc1ccc(C2N(c3ccccc3)C(=O)C2(F)F)cc1OC (configuration not stated),0.4%,-3.2%,-0.2%,-11.4%,-7.3%,2.3%,4.8%,-18.7%,i
C=CCOc1c(OC)cc(Cl)cc1C1NC(=O)NC(C)=C1C(C)=O (configuration not stated),-10.8%,-14.1%,-0.9%,3.1%,-7.4%,-14.7%,-5.2%,-8.3%,i
CC(OC(=O)[C@H](C)NC(=O)c1ccccc1Cl)C(=O)NCc1ccc2c(c1)OCO2 (some centres not stated),9.8%,-24.2%,0.1%,6.7%,-1.2%,5.0%,27.4%,-18.5%,i
NC(=O)c1cc([N+](=O)[O-])c(Cl)cc1NCc1ccccn1,0.0%,-15.2%,?,-10.5%,-35.9%,1.7%,6.8%,2.8%,?
Cn1nc(C(=O)OCC(=O)Nc2sccc2C(N)=O)c2ccccc2c1=O,0.6%,7.7%,-0.1%,1.7%,4.9%,9.7%,3.0%,-4.1%,i
O=C(Nc1ccccc1)c1cc(C2COCCN2C(=O)CCCc2ccccc2)on1 (configuration not stated),.,-26.3%,0.3%,.,11.0%,.,7.6%,-18.5%,?
CCOc1ccc(NC(=O)Cn2nnc(-c3nc(-c4ccncc4)no3)c2N)cc1,-8.1%,.,0.7%,.,.,12.8%,.,-3.3%,.
Cc1cc(=O)[nH]c(SCc2nnnn2-c2ccc(Cl)cc2)n1,-1.6%,-22.9%,-0.2%,-69.5%[inhibitor],4.3%,4.0%,6.3%,0.2%,i
CS(=O)(=O)N(CC(=O)Nc1cccc(Cl)c1)c1ccccc1Cl,0.9%,0.0%,0.2%,-2.2%,.,1.6%,-0.1%,-15.5%,.
COc1ccc(/C=C/C(=O)OCC(=O)Nc2c(C)cccc2C)cc1,0.5%,-16.7%,-0.2%,?,-26.8%,6.9%,-3.7%,-19.4%,i
Cc1ccc(CN(CC(=O)NCc2ccc3c(c2)OCO3)C(=O)c2csnn2)cc1,2.6%,1.5%,-0.3%,?,-1.0%,-17.8%,-12.0%,-7.9%,i
CCCCOc1ccc(C2C(C(=O)Nc3ccccc3OC)=C(C)Nc3nnnn32)cc1OC (configuration not stated),-4.8%,13.8%,0.1%,.,7.9%,-11.0%,.,4.3%,i
Cc1cc(=O)oc2c(CN3CCCC3)c(O)ccc12,0.4%,1.6%,-0.4%,-23.0%,3.6%,4.9%,-4.8%,-14.0%,i
Cc1ccc(C(=O)Nc2ccccc2C(=O)OCc2cc(=O)n3nc(C(C)C)sc3n2)cc1,0.2%,-3.3%,-0.7%,.,.,.,.,-2.7%,.
O=c1[nH]c(=O)n(Cc2ccccc2)c2nc(-c3ccc(C(F)(F)F)cc3)n(CCO)c12,1.3%,-2.9%,-0.2%,?,1.0%,-11.1%,-0.7%,-5.6%,i
O=c1oc2ccccc2c2c1ncn2CCN1CCOCC1,2.5%,-22.1%,0.4%,27.4%,-34.8%,4.7%,-2.5%,-9.3%,i
COc1ccc(/C=N/NC(=S)NC2CCS(=O)(=O)C2)cc1 (configuration not stated),2.6%,1.1%,-0.6%,6.4%,-17.2%,-11.3%,2.4%,-0.2%,i
N/C(=N\OC(=O)CCCCCN1C(=O)c2ccccc2C1=O)c1ccccc1,-1.7%,-22.5%,0.3%,2.6%,31.9%,-17.3%,-3.2%,-15.3%,i
Cc1cc2c(cc1S(=O)(=O)N(CCO)Cc1ccccc1)OCC(=O)N2,2.3%,-9.8%,0.3%,.,.,.,.,0.4%,.
CN(C(=O)COC(=O)c1c[nH]c(=O)[nH]c1=O)C1CCCCC1,-1.7%,1.6%,0.1%,-3.0%,2.2%,22.5%,15.1%,8.6%,i
O=C(CCN1C(=O)C2CC=CCC2C1=O)Nc1ccccc1Cl (configuration not stated),2.0%,7.4%,0.0%,-3.9%,-3.3%,7.0%,3.4%,22.0%,i
COc1cccc(C(=O)Nc2ccc3c(c2)n(C)c(=O)n3C)c1,2.4%,-0.6%,?,-1.2%,23.3%,-24.6%,4.0%,-3.8%,i
CCc1cccc(C)c1NC(=O)C(CC)Sc1nc2ccncc2[nH]1 (configuration not stated),-3.1%,?,3.0%,.,3.1%,24.8%,.,-34.4%,i
CCCSc1nc2cc(C)c(C)cc2n1CC(O)CO (configuration not stated),-3.0%,0.0%,-0.5%,-2.4%,.,-2.2%,3.7%,-4.8%,i
CC(C)(NC(=O)NC(CO)c1ccccc1)c1cccc(C(C)(C)NC(=O)NC(CO)c2ccccc2)c1 (configuration not stated),-1.5%,10.3%,-0.4%,1.1%,12.2%,8.1%,-26.2%,12.4%,i
C[C@@H]1CN([C@H](C)CO)C(=O)CCCn2nncc2CO[C@H]1CN(C)S(=O)(=O)c1ccc(F)cc1,.,22.9%,0.1%,.,1.1%,.,4.0%,-24.6%,i
Cc1sc2ncnc(NCC(c3ccco3)N(C)C)c2c1C (configuration not stated),23.2%,-1.1%,9.7%,2.4%,-11.8%,-4.5%,-1.2%,-0.6%,i
CCOCC(=O)Nc1cc([N+](=O)[O-])ccc1OC,-4.3%,2.6%,0.7%,-1.5%,3.4%,-13.1%,1.4%,1.5%,i
O=C(Nc1cccc(S(=O)(=O)N2CCCCC2)c1)C1CCN(C(=O)c2ccc(Cl)cc2)CC1,-9.9%,?,2.6%,?,-1.3%,?,3.1%,-1.8%,i
COc1cccc(NC(=O)Cn2c(=O)n(-c3ccccc3)c(=O)c3ccc(C(=O)NCc4ccc5c(c4)OCO5)cc32)c1,8.0%,-2.0%,2.7%,.,-23.8%,2.2%,.,-17.0%,i
CN=C(Nc1cc(C)nn1-c1ccccc1)c1ccccc1F,5.2%,-22.4%,-0.4%,?,-0.8%,.,4.3%,-0.2%,i
O=C(COC(=O)COc1cccc(Br)c1)Nc1c(Cl)cccc1Cl,5.9%,2.6%,0.0%,7.4%,-2.1%,-12.9%,2.4%,-2.1%,i
Cc1noc(C)c1CSCC(=O)NC1=NCCS1,0.3%,-3.3%,0.2%,0.7%,3.4%,5.1%,-4.6%,8.2%,i
Cc1ccc(N2C(=O)c3ccccc3C2=O)cc1Cl,8.1%,15.9%,0.1%,-3.2%,-6.3%,?,4.2%,0.9%,i
CC(=O)NNC(=S)NC(=O)c1ccccc1,4.9%,-1.5%,-0.7%,-3.8%,-24.2%,10.1%,-17.8%,3.5%,i
COc1ccc(Cn2nnc3c(=O)[nH]c(C4CCN(S(=O)(=O)c5ccc(C)cc5)CC4)nc32)cc1,-9.3%,?,5.5%,16.3%,.,-1.8%,-14.1%,1.5%,i
Cc1ncc([N+](=O)[O-])n1CCOC(=O)Nc1ccc(Cl)c(Cl)c1,-17.9%,16.1%,0.9%,15.3%,-16.4%,?,-0.4%,-2.4%,i
CN(CC(=O)Nc1cccc(F)c1)CC(=O)N(C)c1c(N)n(Cc2ccccc2)c(=O)[nH]c1=O,5.5%,-6.6%,-0.5%,-5.1%,-7.2%,-15.0%,3.7%,-11.0%,i
O=c1c2c3c(sc2nc(N2CCNCC2)n1CCc1ccccc1)CCCCC3,9.2%,0.4%,-0.6%,-2.4%,-29.4%,5.7%,6.0%,7.2%,i
Cc1ccc(S(=O)(=O)NNC(=O)Nc2ccc(C)c(C)c2)c(C)c1,0.9%,-12.0%,0.1%,0.8%,-11.4%,17.9%,-5.9%,2.1%,i
O=C(c1c(F)cccc1F)N1CCC(O)(c2cccnc2)CC1,-4.1%,-10.1%,-0.2%,-2.2%[9.22 µM],-0.1%,12.0%,-0.4%,0.5%,i
CCOC(=O)c1ccc(N2C(=O)c3n[nH]c(C)c3C2c2ccc(O)c(OC)c2)cc1 (configuration not stated),-1.1%,11.2µM*,?,.,-7.1%,1.5%,.,-22.1%,?
CCOc1ccc(CCNC(=O)c2ccc(CS(=O)(=O)Cc3ccccc3Cl)o2)cc1OCC,3.2%,?,-0.8%,.,.,.,.,-28.5%,.
COc1cc(CNc2ccccc2SC)ccc1O,-1.6%,?,6.4%,-8.5%,20.6%,-7.6%,-2.7%,-26.7%,i
N#Cc1cccc(NC(=O)Cn2cnc(S(=O)(=O)N3CCc4ccccc43)c2)c1,-7.5%,-13.1%,2.7%,0.3%,-3.3%,?,-2.6%,-2.3%,i
COc1cc(/C=N/NC(=O)COc2c(C)cc([N+](=O)[O-])cc2C)ccc1OC(=O)c1ccccc1,-0.9%,-3.0%,0.2%,-2.9%,-7.1%,-6.0%,1.9%,-15.7%,i
Nc1nc(-c2cccnc2)nn1C(=O)c1ccccc1Cl,5.1%,-2.0%,0.0%,4.6%,-1.4%[11.3 µM],?,-1.5%,-1.0%,i
COCC(C)n1c(SCC(=O)NNC(=O)c2ccccc2)nc2ccccc2c1=O (configuration not stated),-4.2%,12.7%,0.3%,10.6%,4.4%,1.2%,6.0%,4.1%,i
O=C(Nc1ccc(F)cc1F)c1cc(-c2ccco2)on1,-3.6%,-5.6%,?,?,50.6%[activator],1.3%,-3.2%,0.1%,?
CC(=O)c1cccc(S(=O)(=O)N2CCC(C(=O)O)(c3ccccc3)CC2)c1,-1.0%,?,2.4%,?,1.9%,6.9%,27.6%,-38.0%,i
Cc1cc(C(F)(F)F)nc(SCCN2CCCCC2)c1C#N,-1.5%,-18.3%,2.0%,5.4%,-16.3%,-10.1%,1.3%,-27.9%,i

# Screens (PubChem)
